# TcdB GH inh: TcdB glycohydrolase inhibitors, primary screen, biochemical, single point, plate reader. TcdB glycohydrolase enzymatic assay. actives 0.24% (n = 350,000). inhibition, % at 9.99 µM; in the data active = inhibition above about 10%
# An asterisk follows results filed as active. Not all compounds are listed; count on the stated rates, not on these rows.
# Start of the listing, in advance:
SMILES,TcdB GH inh
C[C@@H]1CN([C@H](C)CO)C(=O)c2cc(/C=C/c3ccccc3)cnc2O[C@@H]1CN(C)C(=O)C1CCC1,1.3
C[C@@H]1CN([C@H](C)CO)C(=O)Cc2cc(NC(=O)C3CCCCC3)ccc2O[C@@H]1CN(C)Cc1ccc(C(=O)Nc2ccccc2N)cc1,-1.0
CCNC(=O)C[C@@H]1CC[C@H]2[C@@H](COC[C@@H](O)CN2C(=O)Nc2ccc(C(F)(F)F)cc2)O1,-1.2

# The list itself (from the top)
SMILES,TcdB GH inh
C[C@@H]1CN([C@H](C)CO)C(=O)c2cc(/C=C/c3ccccc3)cnc2O[C@@H]1CN(C)C(=O)C1CCC1,1.3
C[C@@H]1CN([C@H](C)CO)C(=O)Cc2cc(NC(=O)C3CCCCC3)ccc2O[C@@H]1CN(C)Cc1ccc(C(=O)Nc2ccccc2N)cc1,-1.0
CCNC(=O)C[C@@H]1CC[C@H]2[C@@H](COC[C@@H](O)CN2C(=O)Nc2ccc(C(F)(F)F)cc2)O1,-1.2
C[C@@H]1CCCCO[C@H](CN(C)CC2CCCCC2)[C@@H](C)CN([C@H](C)CO)C(=O)c2cc(NC(=O)c3ccccc3)ccc2O1,-0.7
C[C@H]1CCCCO[C@@H](CN(C)C(=O)Nc2cccc3ccccc23)[C@@H](C)CN([C@@H](C)CO)C(=O)c2cc(NC(=O)Cc3ccccc3)ccc2O1,0.6
C[C@@H]1CN([C@H](C)CO)S(=O)(=O)c2ccc(C3=CCCCC3)cc2O[C@H]1CN(C)C(=O)c1ccc(F)cc1,-0.5
C/C=C/c1ccc([C@H]2[C@H](CO)N3C(=O)CN(Cc4ccc(C(=O)OC)cc4)C[C@@H]23)cc1,1.1
Cc1cc(C(=O)Nc2cccc3c2O[C@@H](CN(C)Cc2ccccc2)[C@@H](C)CN([C@H](C)CO)C3=O)n(C)n1,-1.9
Cc1ccc(-c2ccc([C@H]3[C@@H](CO)N4C(=O)CN(C(=O)c5ccc(F)cc5)C[C@@H]34)cc2)cc1,-0.7
C[C@H]1CN([C@@H](C)CO)C(=O)c2c(c3ccccc3n2C)-c2ccccc2CO[C@@H]1CN(C)S(=O)(=O)c1ccc(Cl)cc1,0.1
Cc1ccc(S(=O)(=O)N[C@@H]2C=C[C@H](CC(=O)NCc3ccccc3F)O[C@H]2CO)cc1,1.2
COc1ccc(NC(=O)N(C)C[C@@H]2Oc3c(NC(=O)CCCCCC(=O)Nc4ccccc4N)cccc3C(=O)N([C@H](C)CO)C[C@H]2C)cc1,-2.0
CCCC#Cc1ccc2c(c1)O[C@@H](CN(C)Cc1ccncc1)[C@H](C)CN([C@H](C)CO)S2(=O)=O,-0.5
O=C(Nc1cccc(Cl)c1)N[C@H]1CC[C@@H](CCNC(=O)C2CCC2)O[C@@H]1CO,-8.4
C[C@@H]1CCCCO[C@@H](CN(C)S(=O)(=O)c2ccc(F)cc2)[C@H](C)CN([C@@H](C)CO)C(=O)c2cc(NC(=O)CCCN(C)C)ccc2O1,-0.1
C/C=C/c1ccc([C@H]2[C@@H](CO)N(C(=O)C3CC3)[C@H]2CN(C)C(C)=O)cc1,-1.7
O=C(C[C@@H]1C[C@H]2c3cc(NC(=O)Nc4ccccc4)ccc3O[C@H]2[C@H](CO)O1)NCCN1CCCCC1,-0.4
C[C@@H]1CN([C@H](C)CO)C(=O)c2cccc(NC(=O)CCCCCC(=O)Nc3ccccc3N)c2O[C@@H]1CN(C)C(=O)Nc1ccc(C(F)(F)F)cc1,3.9
C[C@H]1CN([C@@H](C)CO)C(=O)Cc2cc(NC(=O)C3CC3)ccc2O[C@@H]1CN(C)Cc1ccc(Oc2ccccc2)cc1,0.4
CCN1[C@@H]2c3ccc(-c4ccc(F)cc4)c(=O)n3C[C@@H]2[C@@H](CO)[C@@H]1C(=O)N(C)C,0.7
O=C(C[C@H]1C[C@H]2c3cc(NS(=O)(=O)c4ccccc4)ccc3O[C@H]2[C@@H](CO)O1)NC1CCCC1,1.2
CC(=O)N1[C@@H]2c3ccc(C4=CCCC4)c(=O)n3C[C@@H]2[C@@H](CO)[C@@H]1C(=O)NCC1CC1,-0.1
CCCC(=O)Nc1ccc2c(c1)OC[C@H](C)N(CCC(F)(F)F)C[C@@H](C)[C@H](OC)CN(C)C2=O,1.4
C[C@@H]1CN([C@H](C)CO)C(=O)Cc2cc(NC(=O)Nc3ccccc3)ccc2O[C@H]1CN(C)Cc1ccc(Cl)c(Cl)c1,1.1
C=CCN1C(=O)[C@]2(O[C@H](CCn3cc(CCO)nn3)[C@@H]([Si](C)(C)c3ccc(OC)cc3)[C@@H]2C)c2cc(N3C(=O)c4cccc5cccc3c45)ccc21,-0.9
COCC(=O)N1CC[C@@H]2[C@H]1c1cc(-c3cccc(C#N)c3)ccc1N[C@@H]2CO,-1.5
CO[C@H](CN(C)Cc1cc(F)ccc1F)[C@@H](C)CN(C(=O)Nc1ccc(F)cc1)[C@H](C)CO,0.1
O=C(N[C@H]1CC[C@H](CC(=O)N2CCCCC2)O[C@H]1CO)c1ccc2c(c1)OCO2,-0.8
COCCOC(=O)N1C(=O)[C@@]2(c3cc(C#Cc4ccc(OC)cc4)ccc31)[C@H](C(=O)NC[C@H](O)c1ccccc1)[C@H]1C(=O)O[C@H](c3ccccc3)[C@H](c3ccccc3)N1[C@@H]2c1ccc(O)cc1,-6.8
CCC(=O)N[C@@H]1C=C[C@H](CC(=O)NCc2ccccc2OC)O[C@@H]1CO,-1.5
CN1C(=O)c2cc(NC(=O)C3CCCC3)ccc2OC[C@@H]2O[C@H](CC(=O)NCc3ccccc3F)CC[C@H]21,-0.2
C[C@H](CO)N1C[C@H](C)[C@@H](CN(C)Cc2ccc(Cl)c(Cl)c2)OCCCC[C@H](C)Oc2ccc(NC(=O)C3CCCCC3)cc2C1=O,-1.4
CNC(=O)C[C@@H]1CC[C@@H]2[C@H](COC[C@@H](O)CN2C(=O)c2ccccn2)O1,-0.2
COc1ccc2c3c([nH]c2c1)[C@H](CO)N(C(=O)C1CCOCC1)CC31CCN(C)CC1,2.0
C[C@H]1CN([C@@H](C)CO)S(=O)(=O)c2ccc(-c3ccccc3)cc2O[C@@H]1CN(C)S(=O)(=O)c1ccccc1F,0.1
COc1ccc2c3c(n(C)c2c1)[C@H](CO)N(C(=O)CN(C)C)CC31CCN(C(=O)CN(C)C)CC1,-2.6
O=C(C[C@H]1C=C[C@@H](NC(=O)c2cccc(F)c2)[C@@H](CO)O1)NCc1ccccc1,2.1
C[C@@H]1CN([C@@H](C)CO)C(=O)c2cc(N(C)C)ccc2O[C@H]1CN(C)CC1CCCCC1,-0.9
C[C@@H]1CN([C@@H](C)CO)C(=O)c2cc(NC(=O)NC3CCCCC3)ccc2O[C@H]1CN(C)Cc1ccccc1,0.4
C/C=C/c1cnc2c(c1)C(=O)N([C@@H](C)CO)C[C@H](C)[C@H](CN(C)C(=O)Cc1ccccc1)O2,-2.4
CNC[C@@H]1OCCCC[C@@H](C)Oc2ccc(NC(=O)Nc3ccc(C(F)(F)F)cc3)cc2C(=O)N([C@@H](C)CO)C[C@@H]1C,-1.0
C[C@@H]1CCCCO[C@@H](CN(C)S(=O)(=O)c2ccc(F)cc2)[C@H](C)CN([C@@H](C)CO)C(=O)c2cc(NC(=O)CCC(F)(F)F)ccc2O1,-2.4
COCC(=O)N(C)C[C@@H]1Oc2ncc(-c3ccccc3OC)cc2C(=O)N([C@H](C)CO)C[C@H]1C,-0.8
CCCC#Cc1ccc([C@@H]2[C@@H](CO)N3C(=O)CN(C(=O)NCCC)C[C@H]23)cc1,0.3
C[C@@H]1CCCCO[C@@H](CN(C)Cc2ccc(Cl)c(Cl)c2)[C@@H](C)CN([C@H](C)CO)C(=O)c2cc(NC(=O)Nc3ccc4c(c3)OCO4)ccc2O1,-0.8
CN(C)C(=O)C[C@@H]1C=C[C@@H](NS(=O)(=O)c2ccccc2)[C@H](CO)O1,1.4
O=C(NC1CCCC1)N1CCCCN2[C@H](CO)[C@H](c3ccc(-c4cccnc4)cc3)[C@@H]2C1,-0.7
O=C(C[C@@H]1CC[C@H](NC(=O)c2ccncc2)[C@@H](CO)O1)NCCc1ccncc1,1.7
CO[C@H]1CC[C@H]2CCOc3c(C#N)cccc3C(=O)N(C)C[C@@H](OC)[C@H](C)C(=O)N(C)C[C@@H]1O2,-0.8
CCCNC(=O)N1CC2(CN(CC3CC3)C2)c2c(n(C)c3cc(OC)ccc23)[C@@H]1CO,-1.3
C[C@@H]1CN([C@@H](C)CO)C(=O)Cc2cc(N(C)C)ccc2O[C@@H]1CN(C)Cc1ccc2c(c1)OCO2,-5.2
CC(C)CC#Cc1cnc2c(c1)C(=O)N([C@H](C)CO)C[C@H](C)[C@H](CN(C)C(=O)C1CCOCC1)O2,-2.5
COc1ccc(S(=O)(=O)N(C)C[C@H]2Oc3ccc(NS(=O)(=O)c4ccc(C)cc4)cc3C(=O)N([C@H](C)CO)C[C@H]2C)cc1,0.0
COc1ccc2c3c([nH]c2c1)[C@@H](CO)N(Cc1nccs1)CC31CCN(C(=O)C2CC2)CC1,-0.9
C[C@H]1CN([C@@H](C)CO)C(=O)Cc2cc(NS(=O)(=O)c3ccc(F)cc3)ccc2O[C@@H]1CN(C)Cc1ccc2c(c1)OCO2,1.1
CN(C)C(=O)c1cccc(-c2ccc3c(c2)[C@H]2[C@H](CCN2Cc2nccs2)[C@H](CO)N3)c1,-1.3
COc1cccc(NC(=O)N[C@@H]2CC[C@H](CC(=O)Nc3ccc(-c4ccccc4)cc3)O[C@@H]2CO)c1,-1.1
COc1ccc2c3c([nH]c2c1)[C@@H](CO)N(C(=O)CN(C)C)CC31CCN(Cc2ccccc2Cl)CC1,-1.8
COc1ccccc1CNC(=O)C[C@@H]1CC[C@H]2[C@@H](COc3ccc(NC(=O)Nc4ccc(F)c(F)c4)cc3C(=O)N2C)O1,-1.9
C[C@H]1CN([C@@H](C)CO)C(=O)c2cc(C#CC3(O)CCCC3)cnc2O[C@@H]1CN(C)C(=O)C1CCCCC1,0.5
# Next section
SMILES,TcdB GH inh
CC(C)NC(=O)Nc1cccc2c1O[C@H](CN(C)S(=O)(=O)c1ccc(Cl)cc1)[C@@H](C)CN([C@H](C)CO)C2=O,-0.6
COCC#Cc1ccc2c(c1)O[C@H](CN(C)C(=O)Nc1ccccc1F)[C@H](C)CN([C@@H](C)CO)S2(=O)=O,-2.5
O=C(C[C@H]1CC[C@@H](NS(=O)(=O)c2ccccc2)[C@@H](CO)O1)N1CCN(c2ccccc2)CC1,0.0
CO[C@H]1CC[C@@H]2CCOc3ccc(C#N)cc3C(=O)N(C)C[C@H](OC)[C@H](C)C(=O)N(C)C[C@@H]1O2,-0.7
C/C=C/c1ccc([C@@H]2[C@H](CO)N[C@H]2CN(CC)C(=O)c2ccccn2)cc1,-1.2
C[C@H](CO)N1C[C@H](C)[C@H](CN(C)S(C)(=O)=O)Oc2cc(-c3ccccc3F)ccc2S1(=O)=O,0.4
C[C@@H]1CCCCO[C@@H](CN(C)Cc2ccccc2)[C@@H](C)CN([C@@H](C)CO)C(=O)c2cc(NC(=O)Nc3cccc4ccccc34)ccc2O1,0.3
CC(C)CC#Cc1ccc([C@H]2[C@@H](CO)N3C(=O)CN(C(=O)Cc4cccnc4)C[C@@H]23)cc1,0.7
CN1C(=O)c2cc(NS(=O)(=O)c3ccccc3Cl)ccc2OC[C@H]2O[C@@H](CC(=O)O)CC[C@H]21,0.3
CC=Cc1ccc2n(c1=O)C[C@H]1[C@H](CO)[C@@H](C(=O)NCC3CC3)[C@@H]2N1Cc1ccccc1F (mixture of isomers),-0.8
COc1ccc(-c2cnc3c(c2)C(=O)N([C@H](C)CO)C[C@H](C)[C@@H](CN(C)C(=O)C2CCOCC2)O3)cc1,0.9
C/C=C/c1cnc2c(c1)C(=O)N([C@@H](C)CO)C[C@H](C)[C@H](CN(C)C(=O)c1ccc3c(c1)OCO3)O2,0.0
O=C(C[C@H]1C[C@@H]2c3cc(NC(=O)C4CCOCC4)ccc3O[C@@H]2[C@@H](CO)O1)NCc1cccc(F)c1,-13
COc1ccccc1NC(=O)N[C@@H]1CC[C@H](CCNC(=O)Cc2ccccn2)O[C@H]1CO,0.1
CCCC#Cc1ccc([C@@H]2[C@H](CO)N3CCCCN(C(=O)NC4CCCC4)C[C@@H]23)cc1,0.5
COCCNC(=O)C[C@@H]1C[C@@H]2c3cc(NS(C)(=O)=O)ccc3O[C@@H]2[C@@H](CO)O1,-0.7
C[C@@H]1CN([C@@H](C)CO)C(=O)c2cc(NC(=O)Nc3ccc(C(F)(F)F)cc3)ccc2O[C@H]1CN(C)Cc1ccc2c(c1)OCO2,0.4
O=C(N[C@@H]1CC[C@H](CC(=O)N2CCOCC2)O[C@@H]1CO)c1cccc(F)c1,0.4
C[C@H](CO)N1C[C@H](C)[C@H](CN(C)C)Oc2ncc(-c3cccc(C(F)(F)F)c3)cc2C1=O,0.7
CO[C@@H]1CN(C)C(=O)c2ccc(NS(C)(=O)=O)cc2OC[C@@H](C)N(C(=O)C2CCCC2)C[C@@H]1C,0.3
O=C(Cc1cccnc1)N1CCCCN2[C@H](CO)[C@H](c3ccc(C#CC4(O)CCCC4)cc3)[C@H]2C1,-0.1

# An excerpt of these results, with each value named:
> COc1ccc2c3c(n(C)c2c1)[C@H](CO)N(C(=O)CN(C)C)CC31CCN(C(=O)CN(C)C)CC1
  TcdB GH inh = -2.6
> CO[C@H]1CC[C@H]2CCOc3c(C#N)cccc3C(=O)N(C)C[C@@H](OC)[C@H](C)C(=O)N(C)C[C@@H]1O2
  TcdB GH inh = -0.8
> COc1cccc(NC(=O)N[C@@H]2CC[C@H](CC(=O)Nc3ccc(-c4ccccc4)cc3)O[C@@H]2CO)c1
  TcdB GH inh = -1.1
> CC(C)CC#Cc1ccc([C@H]2[C@@H](CO)N3C(=O)CN(C(=O)Cc4cccnc4)C[C@@H]23)cc1
  TcdB GH inh = 0.7

# Screening data deposited in PubChem by Broad Institute.
